# High-throughput results: PubChem, several laboratories
# Anthrax LF inh2: Bacillus anthracis LF protease inhibitors, primary screen, biochemical, multiplex microsphere, MLPCN library; Lethal factor (Bacillus anthracis), P15917; multiplex microsphere protease cleavage assay; inhibition, % at 10 µM; actives 0.12% (n = 360,000); also: plate controls were buffer without enzyme for full effect and enzyme alone for no effect
# Target sequence (P15917 whole entry, looked up): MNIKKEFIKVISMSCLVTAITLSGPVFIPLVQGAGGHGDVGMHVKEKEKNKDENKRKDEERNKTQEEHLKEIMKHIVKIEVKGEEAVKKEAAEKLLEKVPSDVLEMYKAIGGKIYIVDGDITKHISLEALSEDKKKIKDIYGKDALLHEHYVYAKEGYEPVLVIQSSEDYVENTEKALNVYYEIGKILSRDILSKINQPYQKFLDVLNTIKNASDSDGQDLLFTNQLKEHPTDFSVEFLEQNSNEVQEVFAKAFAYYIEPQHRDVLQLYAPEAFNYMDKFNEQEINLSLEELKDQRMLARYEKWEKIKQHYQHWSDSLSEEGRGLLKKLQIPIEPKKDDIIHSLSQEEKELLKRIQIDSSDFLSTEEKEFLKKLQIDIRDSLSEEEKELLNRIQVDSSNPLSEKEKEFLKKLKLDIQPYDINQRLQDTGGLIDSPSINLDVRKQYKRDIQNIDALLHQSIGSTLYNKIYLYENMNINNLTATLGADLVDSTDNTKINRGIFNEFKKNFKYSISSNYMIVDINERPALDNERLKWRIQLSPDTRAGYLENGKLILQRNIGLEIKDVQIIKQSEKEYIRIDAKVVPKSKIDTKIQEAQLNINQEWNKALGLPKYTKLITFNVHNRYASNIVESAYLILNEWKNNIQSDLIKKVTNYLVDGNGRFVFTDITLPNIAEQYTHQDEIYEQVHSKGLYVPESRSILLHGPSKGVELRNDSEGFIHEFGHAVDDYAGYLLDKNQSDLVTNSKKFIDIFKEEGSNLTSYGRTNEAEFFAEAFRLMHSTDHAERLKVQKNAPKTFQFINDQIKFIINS
# DUSP3 inh: VHR1 phosphatase inhibitors, primary screen, biochemical, absorbance, uHTS | Dual specificity protein phosphatase 3 (Homo sapiens), P51452 | recombinant VHR phosphatase, pNPP absorbance | inhibition, % at 13.3 µM | actives 0.52% (n = 290,000) | AID 1654, 2009; in the data active = inhibition above about 50%; also: some compounds called inactive have numbers as strong as hits
# Target sequence (P51452 whole entry, looked up): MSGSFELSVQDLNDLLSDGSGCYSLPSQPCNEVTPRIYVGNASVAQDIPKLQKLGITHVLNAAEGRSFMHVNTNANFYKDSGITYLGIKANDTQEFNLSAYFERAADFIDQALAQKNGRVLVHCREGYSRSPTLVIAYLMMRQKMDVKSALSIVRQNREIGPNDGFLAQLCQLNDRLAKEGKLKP
# PfHsp40 rescue: rescue of yeast from PfHsp40 toxicity, primary screen, S. cerevisiae, ATP luminescence; AID 504582, 2011; growth rescue, % at 12.5 µM; S. cerevisiae expressing PfHsp40, growth rescue; actives 0.68% (n = 340,000); in the data active = growth rescue above about 28%, passing the limit was not always enough; inconclusive = no clear call, values can overlap the other calls;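 also: yeast W303a lacking pdr1 and pdr3 grown in galactose medium; growth measured after three days at 30 °C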
# TcdB inh: TcdB glycohydrolase inhibitors, primary screen, biochemical, single point, plate reader. Toxin B (Clostridioides difficile), P18177. TcdB glycohydrolase enzymatic assay. inhibition, % at 9.99 µM. actives 0.24% (n = 350,000). AID 652162, 2013; in the data active = inhibition above about 10%
# Y pestis TopoI: Yersinia pestis topoisomerase I inhibitors, primary screen, biochemical, cleavage product accumulation, plate reader, single point | AID 504884, 2011 | actives 0.064% (n = 360,000) | activity, % at 10 µM | Y. pestis Topo-I cleavage product accumulation | DNA topoisomerase I (Yersinia pestis CO92); in the data active = activity above about 50%, passing the limit was not always enough; inconclusive = no clear call, values can overlap the other calls; also: inactives centre near 2
# CCHFV vOTU inh: CCHFV vOTU protease inhibitors, primary screen, biochemical, Pep-AMC substrate, fluorescence | inhibition, % at 11.5 µM | actives 0.55% (n = 370,000) | AID 651958, 2012; in the data active = inhibition above about 30%; also: 0% = vehicle wells with enzyme and 100% = no enzyme wells
# Vc quorum ag: inducers of Vibrio cholerae quorum light production without autoinducers, primary screen, BH1578 luxS cqsA deficient, single point. V. cholerae BH1578 lux reporter, luminescence, 6 h. activation, % at 18.7 µM. actives 0.16% (n = 350,000). AID 588436, 2011; in the data active = activation mostly above about 9.7%, no sharp cut-off; inconclusive = no clear call, values can overlap the other calls; inactive = mostly below about 3.7%; also: not every result past the cut was called active; inactives centre near 0; reference of the scale not given here
# SSB-PriA inh: inhibitors of Klebsiella pneumoniae PriA binding to SSB C-terminal tail, primary screen, biochemical, AlphaScreen; AlphaScreen SSBct-PriA binding, biotinylated peptide; actives 0.6% (n = 430,000); inhibition, % at 33 µM; in the data active = inhibition mostly above about 37%, no sharp cut-off; inactive = mostly below about 20%;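 also: plate controls were negative control peptide for no effect and reference peptide for full effect; strong numbers were not always called active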
# 3CLpro inhibitor: SARS-CoV 3CLpro protease inhibitors, primary screen, biochemical, quenched FRET; Replicase polyprotein 1ab (Severe acute respiratory syndrome coronavirus), P0C6X7; recombinant SARS-CoV 3CLpro, quenched FRET peptide cleavage; inhibition, % at 6 µM; actives 0.14% (n = 290,000); in the data active = inhibition above about 12%
# BoNT A protease: BoNT/A light chain protease inhibitors, primary screen, biochemical, flow cytometry, MLPCN library; multiplex microsphere protease substrate cleavage; Botulinum neurotoxin type A light chain protease (Clostridium botulinum A str. ATCC 3502); inhibition, % at 10 µM; actives 0.17% (n = 360,000); also: plate controls were buffer without enzyme for full effect and enzyme alone for no effect
# The depositor's hits bear a star; i = inactive; ? = inconclusive; nt = not tested or not shown; & = joins results of further samples. Rule as the data show it, unless noted: active = inhibition above about 30%; inconclusive = no clear call, values can overlap the other calls; inactive = below that. The list is partial (hit frequency here may not be typical).
SMILES,Anthrax LF inh2,DUSP3 inh,PfHsp40 rescue,TcdB inh,Y pestis TopoI,CCHFV vOTU inh,Vc quorum ag,SSB-PriA inh,3CLpro inhibitor,BoNT A protease
CC(C)Sc1nnc([C@H](Cc2ccccc2)NC(=O)OC(C)(C)C)o1,?,-12,-0.5,1.0,17,7,-0.9,-15,-3,-8.4
Cc1cc(=O)oc2cc(OC(C)C(=O)Nc3nccs3)ccc12 (stereo not given),0,14,0.0,nt,1,1,i,-6,-7,0.8
O=C(Nc1ccccc1)C1=C[C@H](c2ccc(Br)cc2)C[C@H](OCc2ccc(CO)cc2)O1,-7,21,0.5,1.6&0.5,-2,6,-2.2,7,1,0.3
O=C(Cn1cc(C(F)(F)F)cc(Cl)c1=O)Nc1cccc(Cl)c1,1,8,-0.5,-0.1,-6,-9,-3.3,-5,4,0.1
COCCn1c(C)cc(C(=O)COC(=O)c2[nH]c(C)c(C(C)=O)c2C)c1C,-1,nt,0.2,0.7,11,19,i,7,nt,1.5
COc1ccc(S(=O)(=O)Nc2ncccc2C)c2ccccc12,-6,6,-1.0,1.3,6,6,-2.4,3,-2,1.0
CCOc1ccc(N2C(=O)CC(n3ccc(C)n3)C2=O)cc1 (stereo not given),8,14,-1.4,nt,-1,1,nt,-1,0,-1.1
O=C(CN1C(=O)NC2(CCCCC2)C1=O)NCc1ccc2c(c1)OCO2,-10,31,-0.7,0.4,3,3,-1.7,0,0,1.5
O=C(CSc1n[nH]c(=O)[nH]c1=O)NC1CC1,-2,12,-0.7,0.7,-10,0,-1.1,-11,-1,-1.3
COc1cc(C(=O)N2CCN(C/C=C/c3ccccc3)CC2)cc(OC)c1C,0,-2,-1.9,1.9,20,11,-1.8,14,5,0.1
Cc1cccc(OCc2nnc(N)s2)c1,-4,-4,-1.7,0.7,-3,-2,i,-4,-1,?
COc1cc(C(=O)NCc2cccc3ccccc23)ccc1OCc1ccccc1,-4,23,-0.4,nt,6,-1,-0.7,-9,9,-0.6
Cc1cc(C)nc(NS(=O)(=O)c2ccc(NS(=O)(=O)c3ccsc3)cc2)n1,19,25,nt,-2.5,5,-1,i,-10,6,-0.7
CCOC(=O)C1=NN(C(=O)COc2ccccc2)C(O)(c2ccc(Br)cc2)C1 (stereo not given),0,12,0.6,1.2,17,3,-0.4,0,4,-0.5
Cc1cc(C)nc(N2CCC(C(=O)N3CCN(c4cc(Cl)ccc4C)CC3)CC2)n1,-5,46,0.6,nt,22,-1,1.0,7,-2,-0.4
COc1ccccc1NC(=O)NC1(C)CCS(=O)(=O)C1 (stereo not given),-5,30,-1.0,1.2,2,2,-0.1,7,-6,-0.1
CCCn1c(NC(=O)C2CCN(C(=O)c3ccc(F)cc3)CC2)nc2ccccc21,2,30,0.0,0.3,24,1,i,-4,3,1.0
C[n+]1cc(C(=O)N2CCCCC2)ccc1/C=C/c1c[nH]c2ccccc12,3,18,0.5,0.2,-1,3,-0.8,-4,-2,-1.9
Cc1ccc(N2C(=O)CC3(CCCC3)CC2=O)cc1,32*,17,1.2,2.4,-5,2,-0.4,-11,1,-5.2
CN(C(=O)COC(=O)CSc1ccc(C(N)=O)cc1[N+](=O)[O-])C1CCCCC1,4,nt,-0.7,1.8,-3,-1,-1.4,-7,nt,-0.9
c1ccc(Oc2cnc3ccccc3n2)cc1,-1,27,0.5,nt,5,6,i,-3,-2,1.0
CN(CC(=O)Nc1ccccc1C(F)(F)F)C(=O)c1ccc(N2C(=O)CCC2=O)cc1,?,nt,0.9,0.2,7,2,-0.5,-7,nt,-32
COc1ccc(-c2nc(C#N)c(N3CCCCCC3)o2)cc1,-4,-23,2.6,nt,-1,-45,i,8,1,-1.7
O=C(CCCN1C(=O)c2cccc3cccc(c23)C1=O)N1CCN(c2ccc(F)cc2)CC1,-2,12,0.9,0.6,3,7,-0.3,1&2,9,-0.5
COn1c(=O)c(-c2ccc(F)cc2)[n+]([O-])c2ccccc21,7,nt,0.2,-7.5,-1,14,-0.1,14,3,-0.1
CCOC(=O)C1CCN(CCCSc2ccc(Cl)cc2)CC1,nt,-7,-0.3,0.2,27,6,0.4,0,2,nt
CCOc1ccc(N(C(C)C(=O)NC2CCCCCC2)S(C)(=O)=O)cc1 (stereo not given),8,-27,-1.3,nt,12,15,-2.1,6,5,-0.9
COc1ccc(NC(=O)c2cc(OC)c(OC)c(OC)c2Br)cc1OC,-2,7,-1.2,nt,-5,-19,-0.3,-9,3,-0.8
Cc1ccc2oc(C(=O)N(CCO)Cc3ccccc3)c(C)c2c1,-2,12,1.8,2.5,17,5,i,0,0,-1.2
CC1CCCN(C(=O)CSc2nnc3n(C4CCCC4)c(=O)c4ccccc4n23)C1 (stereo not given),-2,-5,3.0,nt,10,2,i,-2,1,0.8
COc1cc(CNCCc2ccccc2F)ccc1OCC(=O)N1CCCCC1,-3,26,-0.1,-0.1,3,0,i,-12,-2,0.3
COC(=O)Cn1nc(-c2ccccc2)n(-c2ccccc2)c1=S,0,6,1.1,nt,1,-7,-3.7,-13,-3,-0.8
O=C(COC(=O)c1cnccn1)NCc1ccc2c(c1)OCO2,-4,40,0.3,0.5,3,-17,i,3,3,0.7
CCc1nc2c(OCc3ccc(C#N)cc3)cccn2c1N(C)C(=O)c1ccc(C)cc1,-4,nt,nt,0.9,24,-1,-0.3,nt,nt,-0.9
O=S(=O)(Cc1ccccc1)c1cnc2ccccc2n1,2,22,4.4,nt,6,2,0.5,-18,3,-0.3
CC(NC(=O)C1CCCN1C(=O)c1cccs1)c1ccc(Cl)cc1Cl (stereo not given),1,nt,nt,-1.1,-1,-10,-0.3,nt,nt,-0.1
CCCc1cc(=O)[nH]c(SCC(=O)NC2CCCc3ccccc32)n1 (stereo not given),1,7,-0.9,2.3,3,28,-2.4,-12,6,0.0
C=CCc1c(C)nc(-c2ccccc2)nc1Nc1ccccc1O,1,3,1.0,-0.3,-2,0,-0.2,-5,7,1.7
CC(=O)c1ccc(-c2ccccc2)cc1,0,-11,1.1,0.5,2,4,i,-13,-7,-0.5
Cc1ccc(Cn2nnnc2CN2CCC(NC(=O)c3ccc(Br)cc3)CC2)cc1,2,36,1.2,nt,19,2,i,-7,0,-1.4
CC(C)(C)NC(=S)N1CCC2CC1c1c(Cl)cccc12 (stereo not given),-1,nt,nt,1.4,0,-3,-0.2,nt,nt,-0.3
O=S(=O)(c1ccc(F)c(F)c1)N1CCC2(CC1)OCCO2,-3,10,-2.8,0.2,3,-1,-0.6,-4,2,0.6
C=C(CO)CC1CC(O)[C@]2(C)OC3CC4OC5C[C@]6(C)O[C@]7(C)CCC8OC9C[C@]%10(C)OC%11C(C)=CC(=O)OC%11CC%10OC9C[C@@H](C)C8OC7CC6O[C@]5(C)C/C=C\C4OC3CC2O1 (stereo not given in full),-3,7,nt,-0.1,22,-9,-0.3,-2,3,-0.2
Cn1c(=O)[nH]c(=O)c2[nH]c(NCCCN3CCOCC3)nc21,-2,-2,-0.2,nt,3,6,i,-11,-3,1.4
O=C(CSc1nnc(-c2ccc3c(c2)OCO3)o1)Nc1c(F)cccc1F,nt,nt,-0.6,-0.1,-1,2,i,5,nt,nt

# Taken from above.
# DUSP3 inh with `O=S(=O)(c1ccc(F)c(F)c1)N1CCC2(CC1)OCCO2` : 10
# Vc quorum ag with `CCOC(=O)C1=NN(C(=O)COc2ccccc2)C(O)(c2ccc(Br)cc2)C1` (stereo not given) : -0.4
# BoNT A protease with `CC1CCCN(C(=O)CSc2nnc3n(C4CCCC4)c(=O)c4ccccc4n23)C1` (stereo not given) : 0.8

# New compounds follow:
SMILES,Anthrax LF inh2,DUSP3 inh,PfHsp40 rescue,TcdB inh,Y pestis TopoI,CCHFV vOTU inh,Vc quorum ag,SSB-PriA inh,3CLpro inhibitor,BoNT A protease
COc1cc(NC(=O)CN2C(=O)NC(c3ccccc3)(c3ccccc3)C2=O)cc(OC)c1,-3,48,-0.3,1.6,-6,-3,0.0,45*,1,0.8
Cc1cc(C)n2nc(SCC(=O)N3CCCC3)nc2n1,6,nt,0.6,0.7,-5,6,-4.5,2,nt,-0.4
CC(=O)N1CCN(C(=O)c2ccc(Cl)c(S(=O)(=O)N3CCCCCC3)c2)CC1,-2,nt,-0.9,0.1,-10,15,i,-3,nt,-0.4
CC(CN1CCOCC1)c1ccccc1 (stereo not given),-1,11,-0.5,0.9,-1,-4,-8.0,-10,1,-0.9
CCC(C)N(C(=O)COC(=O)c1ccccc1SCC(=O)N1CCCC1)C1CCS(=O)(=O)C1 (stereo not given),-3,10,-1.4,0.2,13,1,-12,-13,2,-0.3
CC(C)CNC(=O)COC(=O)CNC(=O)c1cc(Cl)cc([N+](=O)[O-])c1,2,26,-1.2,1.6,3,5,-0.6,-4,-3,1.0
COc1ccc(NC(C)=O)cc1S(=O)(=O)Nc1ccc(S(=O)(=O)N2CCCCC2)cc1,2,nt,-0.3,1.2,7,3,0.8,-7,nt,-0.8
COc1ccc(CCn2c(-c3ccco3)nc3ccccc3c2=O)cc1OC,-3,13,2.5,nt,6,-6,i,-20,4,-0.3
O=S1(=O)CC(N2CCC(c3ccccc3)CC2)CN1Cc1ccc(F)cc1 (stereo not given),-2,nt,nt,0.3,nt,1,nt,nt,nt,0.6
O=c1c2ccccc2[nH]c(=S)n1CCCN1CCN(c2ccccc2F)CC1,-11,31,0.9,4.1,16,-8,i,-3,-4,-4.5
O=C(OCC(=O)N1CCN(S(=O)(=O)c2ccccc2)CC1)C1CCC1,-9,nt,-0.3,-0.1,-1,-1,i,-1,nt,0.3
COc1ccc(CC(=O)N2CCN(C(=O)c3ccco3)CC2)cc1,-2,-2,-0.3,-0.4,5,7,i,-5,-2,1.2
O=C(Cc1ccc(-n2c(=O)[nH]c3ccsc3c2=O)cc1)NCc1cccnc1,0,13,-1.2,nt,-5,2,-0.3,-4,-6,-0.3
COc1cccc(NC(=O)COC(=O)/C=C/c2ccco2)c1,nt,nt,0.4,-2.1,-4,-8,i,-1,nt,nt
Cc1nnc(SCC(=O)Nc2ccc3c(c2)OCCO3)n1CC1CCCO1 (stereo not given),1,13,-1.7,nt,3,3,i,-6,-7,1.5
O=C(CCN1CCN(C/C=C/c2ccccc2)CC1)Nc1ccc(Cl)cc1,-1,2,-1.5,1.2,-5,0,-0.4,14,-1,-0.3
Cn1c(=O)c2c(ncn2CC(=O)NC[C@H]2O[C@@H](n3cnc4c(N)ncnc43)[C@H](O)[C@@H]2O)n(C)c1=O,1,nt,-1.7,1.8,-5,24,i,-14,nt,-0.6
CCOc1ccc(CCNC(=O)COC(=O)c2nc(Cl)ccc2Cl)cc1OCC,-5,nt,0.1,3.0,-2,-6,i,-16,nt,-0.8
